# Source: PubChem (Sanford-Burnham Center for Chemical Genomics)
# SENP1 inh: inhibitors of human SENP1 SUMO protease catalytic domain | recombinant SENP1 catalytic domain, CyPet-SUMO1-YPet FRET cleavage | inhibition, % at 10 µM | 360,000 tested, 0.21% active | AID 624204;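 active = inhibition at least 30% at 10 µM, raw YFP signal under a set limit, fluorescence ratio 0.5 to 1.5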;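 note: 0% = enzyme with DMSO and 100% = no enzyme wells; some results filed as inactive read as strong as hits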
#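 Test system: human SENP1 catalytic domain; medium: Tris pH 8 buffer plus EDTA, NaCl, BME, BSA, NP40, catalase; incubation: 50 min reaction at room temperature; technique: FRET, CFP and YFP emission; controls: no-enzyme low control and enzyme-plus-DMSO high control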
# SENP6 inh: SENP6 protease inhibition | Q9GZR1 | Recombinant SENP6 catalytic domain, aminoluciferin luminescence | inhibition, % at 10 µM | 330,000 tested, 1.8% active;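 active = inhibition above about 50% at the single tested dose, limit read from the data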;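 note: plate controls were DMSO wells with enzyme for no effect and DMSO wells lacking enzyme for full effect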
# Target sequence (Q9GZR1 628-1112 limits assumed): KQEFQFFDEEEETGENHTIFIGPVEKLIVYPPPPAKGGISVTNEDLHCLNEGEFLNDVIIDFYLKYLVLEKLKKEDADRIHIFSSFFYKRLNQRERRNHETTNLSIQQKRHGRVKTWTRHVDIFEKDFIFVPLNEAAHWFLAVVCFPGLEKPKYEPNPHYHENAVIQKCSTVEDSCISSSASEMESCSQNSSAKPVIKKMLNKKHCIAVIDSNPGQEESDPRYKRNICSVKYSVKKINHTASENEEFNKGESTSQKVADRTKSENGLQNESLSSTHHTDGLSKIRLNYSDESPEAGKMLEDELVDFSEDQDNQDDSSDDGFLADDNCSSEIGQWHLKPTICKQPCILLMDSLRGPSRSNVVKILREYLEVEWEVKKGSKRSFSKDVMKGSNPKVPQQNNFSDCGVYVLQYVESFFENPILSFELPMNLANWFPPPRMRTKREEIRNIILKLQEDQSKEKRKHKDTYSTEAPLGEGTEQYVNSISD
# UBC13 inh: blocks human UBC13 polyubiquitin chain formation; 330,000 tested, 0.47% active; TR-FRET; P61088; inhibition, % at 20 µM; in the data active = inhibition above about 45%, passing the limit was not always enough
# Target sequence (P61088 whole entry, looked up): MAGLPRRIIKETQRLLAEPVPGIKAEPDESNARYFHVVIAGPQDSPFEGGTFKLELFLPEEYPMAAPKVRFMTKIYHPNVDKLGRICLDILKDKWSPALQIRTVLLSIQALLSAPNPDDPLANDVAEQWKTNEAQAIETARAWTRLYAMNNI
# SENP7 inh: inhibitors of human SENP7 protease; Q9BQF6; recombinant SENP7, Z-RLRGG-aminoluciferin luminescence, 40 min; inhibition, % at 5 µM; 330,000 tested, 1.5% active; AID 434973;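 active = inhibition above about 50% at the single test dose, limit read from the data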;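 note: plate controls were DMSO with enzyme for no effect and no enzyme buffer wells for full effect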
# Target sequence (Q9BQF6 706-1050 limits assumed): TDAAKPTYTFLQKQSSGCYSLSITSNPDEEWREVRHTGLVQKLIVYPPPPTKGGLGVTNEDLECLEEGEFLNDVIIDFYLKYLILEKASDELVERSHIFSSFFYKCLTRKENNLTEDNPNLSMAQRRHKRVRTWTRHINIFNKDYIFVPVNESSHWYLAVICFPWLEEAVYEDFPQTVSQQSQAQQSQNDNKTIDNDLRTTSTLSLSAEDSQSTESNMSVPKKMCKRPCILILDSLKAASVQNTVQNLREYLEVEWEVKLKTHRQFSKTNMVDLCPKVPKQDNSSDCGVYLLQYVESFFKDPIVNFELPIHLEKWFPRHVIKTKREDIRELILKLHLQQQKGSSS
# SENP8 block-1: SENP8 protease inhibition; AID 2540; 330,000 tested, 1.2% active; purified SENP8, Z-RLRGG-aminoluciferin cleavage, luminescence; inhibition, % at 10 µM; Q96LD8; in the data active = inhibition above about 50%
# Apaf-1 inh: human Apaf-1 inhibition; reconstituted apoptosome caspase-3 activity, DEVD-Rh110 fluorescence; inhibition, % at 20 µM; AID 489030; 330,000 tested, 0.71% active; O14727; active = inhibition of at least 40% at 20 µM;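 note: plate controls were DMSO wells for no effect and DEVD-CHO caspase inhibitor wells for full effect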
#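 Assay system: Apoptosome proteins | Medium: pH 7.5 Hepes buffer with CHAPS, BSA, DTT | Also added: Cytochrome c and DEVD-Rh110 substrate | Times: 30 min plus 50 min, RT | Detection: Rhodamine 110 fluorescence at Ex 480/Em 540 nm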
# SENP8 block-2: inhibitors of human SENP8 protease; recombinant SENP8, Nedd8 substrate fluorescence; inhibition, % at 20 µM; 360,000 tested, 0.64% active; AID 602440; in the data active = inhibition mostly above about 40%, no sharp cut-off; inactive = mostly below about 27%
# APOBEC3G inh: inhibitors of human APOBEC3G DNA deaminase; Q9HC16; recombinant A3G, ssDNA deamination FAM/TAMRA fluorescence; inhibition, % at 20 µM; 330,000 tested, 0.28% active; AID 493012;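 active = inhibition of at least 40% at 20 µM, with no more than 30% in the related APOBEC3A deaminase screen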;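 note: plate controls were DMSO wells with A3G for no effect and wells lacking A3G enzyme for full effect; some compounds called inactive have numbers as strong as hits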
# * marks the source's active call; other numbers are inactive results. Only part of the results is shown; rates above refer to the full screens.
# Preview (3 entries):
# Order of results: SENP1 inh	SENP6 inh	UBC13 inh	SENP7 inh	SENP8 block-1	Apaf-1 inh	SENP8 block-2	APOBEC3G inh
1. Cc1ccc(NC(=O)CN2C(=O)CN=C(c3ccccc3)c3cc(Cl)ccc32)cc1
→ 5	-7	0	1	5	17	4	-9
2. Nc1ccc([N+](=O)[O-])cc1
→ -3	-15	-8	-7	-14	6	23	-12
3. CCCCn1c(O)c(/C=N/NC(=O)c2ccncc2)c(=O)[nH]c1=O
→ -30	-9	-8	-6	-7	-7	-213	-6

# The listing, repeating the preview:
# Order of results: SENP1 inh	SENP6 inh	UBC13 inh	SENP7 inh	SENP8 block-1	Apaf-1 inh	SENP8 block-2	APOBEC3G inh
1. Cc1ccc(NC(=O)CN2C(=O)CN=C(c3ccccc3)c3cc(Cl)ccc32)cc1
→ 5	-7	0	1	5	17	4	-9
2. Nc1ccc([N+](=O)[O-])cc1
→ -3	-15	-8	-7	-14	6	23	-12
3. CCCCn1c(O)c(/C=N/NC(=O)c2ccncc2)c(=O)[nH]c1=O
→ -30	-9	-8	-6	-7	-7	-213	-6
4. CCCC(=O)NC(Oc1ccc(C(C)=O)cc1)C(Cl)(Cl)Cl (centres undefined)
→ 1	-1	1	-6	-7	4	7	-8
5. CCCCn1c(O)c(C(CC)=NCCCN(C)C)c(=O)[nH]c1=O
→ -1	-13	-1	4	-4	10	3	1
6. CC(=O)OC1N=C(c2ccccc2)c2ccccc2NC1=O (centres undefined)
→ 1	18	-4	-5	12	-5	15	-6
7. Cn1c(O)c(C=NC2C(=O)C3(C)CCC2C3(C)C)c(=O)n(C)c1=O (centres undefined)
→ 0	6	4	-5	-10	0	21	-2
8. O=C(N/N=C/c1c(O)n(C2CC2)c(=S)[nH]c1=O)c1ccccc1Cl
→ -23	-11	-26	-11	-9	9	-135	-8
9. CC(C)CN1CCN(Cc2ccc(C(F)(F)F)cc2)CC1CCO (centres undefined)
→ 1	-1	11	-1	1	-23	9	-5
10. C=CCn1c(O)c(C(CC)=NC(C)c2ccccc2)c(=O)[nH]c1=O (centres undefined)
→ 3	-16	-2	-10	-6	6	5	-2
11. Nc1c2c(nc3sc4c(c13)CCCC4)CCCC2
→ -2	16	7	15	9	-5	-10	-10
12. CCCC12CN3CN(C1)CC(CCC)(C3)C2O (centres undefined)
→ 2	-22	4	5	0	-11	27	-8
13. COC(=O)C1=C(c2cc3ccccc3s2)C[C@@H]2CC[C@H]1N2C(=O)N1CCOCC1
→ -1	-7	3	-3	2	-6	11	-9
14. COC(=O)C1=C(c2cc3ccccc3s2)C[C@@H]2CC[C@H]1N2C
→ -1	-5	4	2	7	2	5	-9
15. Cc1cc(=O)[nH]c(CCl)n1
→ -3	3	-4	7	0	2	11	5
16. Fc1ccccc1CNCCc1c[nH]c2ccccc12
→ 0	5	8	3	1	4	15	-9
17. CCOC(=O)C1CCN(/C=C2/C(=O)NC(=O)N(Cc3ccco3)C2=O)CC1
→ -15	-23	-2	-7	-10	3	18	2
18. c1ccc2c(CNC3CCCCCC3)c[nH]c2c1
→ 1	-10	11	3	3	-6	19	-4
19. N[C@@H]1C[C@H]1c1ccccc1
→ 1	-24	5	4	12	-8	0	-5
20. O=C(COC(=O)Cc1ccccc1)Nc1cc(S(=O)(=O)N2CCOCC2)ccc1N1CCCC1
→ 6	-3	-12	3	-5	10	7	-3

# Record cards, from the list above. Order of screens: SENP1 inh	SENP6 inh	UBC13 inh	SENP7 inh	SENP8 block-1	Apaf-1 inh	SENP8 block-2	APOBEC3G inh
# `CC(=O)OC1N=C(c2ccccc2)c2ccccc2NC1=O` (centres undefined) is listed as 1	18	-4	-5	12	-5	15	-6
# `CCCC(=O)NC(Oc1ccc(C(C)=O)cc1)C(Cl)(Cl)Cl` (centres undefined) is listed as 1	-1	1	-6	-7	4	7	-8
# `N[C@@H]1C[C@H]1c1ccccc1` is listed as 1	-24	5	4	12	-8	0	-5

# Next part
# Order of results: SENP1 inh	SENP6 inh	UBC13 inh	SENP7 inh	SENP8 block-1	Apaf-1 inh	SENP8 block-2	APOBEC3G inh
21. CC12CN3CC(C)(CN(C1)C31CCOCC1)C2=O
→ 1	5	5	-7	-2	1	41*	-6
22. c1ccc(C2N3CCCN23)cc1 (centres undefined)
→ -1	-5	1	5	1	-6	15	-3
23. COC(=O)C1=C(c2cccc(C#N)c2)C[C@@H]2CC[C@H]1N2C(=O)N1CCC(C)CC1
→ 4	21	5	7	1	14	13	-2
24. CC1(C)CN=C(Nc2ccc(F)c(Cl)c2)S1
→ 0	-10	11	-1	-5	0	9	0
25. CCC(=NCc1ccco1)c1c(O)n(-c2ccccc2C)c(=O)[nH]c1=O
→ 0	1	3	4	4	-8	3	3
26. COc1ccc(CNC(C)Cc2cccs2)cc1 (centres undefined)
→ 1	-8	-8	2	-7	-11	11	-11
27. CN(C)C(Cc1ccc(C#N)cc1)C(=O)c1ccccc1 (centres undefined)
→ -12	-2	0	-9	-6	3	-41	-6
28. Cc1cc(S(=O)(=O)NC(C)C)ccc1OCC(=O)N1CCN(Cc2ccc3c(c2)OCO3)CC1
→ -4	-7	5	7	-4	6	15	-1
29. CCOc1cc2c(cc1OCC)-n1cccc1C(c1cccc(F)c1F)NC2 (centres undefined)
→ 0	13	12	3	-3	10	8	-6
30. Cc1cc(=O)oc2c(C)c(OCC(=O)N3CCN(Cc4ccc5c(c4)OCO5)CC3)ccc12
→ 0	-5	-3	18	-17	-3	-59	-7
31. COC(=O)C1=C(c2cc3ccccc3s2)C[C@@H]2CC[C@H]1N2C(=O)NC1CCCCC1
→ 2	3	10	-5	1	6	0	-7
32. COc1ccccc1CCNC1CCC(C(C)(C)C)CC1 (centres undefined)
→ 3	-16	12	2	-3	-2	15	-2
33. CN(C)C(=O)Oc1ccc(OC(=O)c2ccccc2)cc1
→ 1	90*	-5	5	81*	-11	11	-6
34. CC12CCC3C(CC=C4CC(O)CCC43C)C1C/C(=C\c1cccc(F)c1)C2=O (centres undefined)
→ 0	-2	3	5	5	8	10	-8
35. CC(=NCc1cccnc1)c1c(O)n(Cc2ccccc2)c(=O)[nH]c1=O
→ 1	-9	2	3	-3	2	19	-2
36. OC(CN1CCC(c2c[nH]c3ccccc23)CC1)C(F)(F)F (centres undefined)
→ 0	-3	7	-1	-4	2	7	-7
37. CCC(N)Cc1c[nH]c2ccccc12 (centres undefined)
→ -1	5	-5	3	5	1	18	-7
38. Fc1ccc(C2=CCN(C(c3ccc(Cl)cc3)c3nnnn3Cc3ccccc3)CC2)cc1 (centres undefined)
→ -3	-13	-5	-1	-9	12	2	-6
39. Cc1nc2ccccc2c(=O)n1-c1ccc([N+](=O)[O-])cc1
→ 0	9	-9	5	-4	0	21	-2
40. COc1cccc(-n2c(O)c(C=NCc3ccc4c(c3)OCO4)c(=O)[nH]c2=O)c1
→ 2	3	9	5	0	-13	16	-4

# Following part
no. | canonical_smiles | SENP1 inh | SENP6 inh | UBC13 inh | SENP7 inh | SENP8 block-1 | Apaf-1 inh | SENP8 block-2 | APOBEC3G inh
41 | CCn1ccnc1CN1CCCC(C(=O)c2cc(F)ccc2OC)C1 (centres undefined) | 0 | -7 | 14 | -5 | 3 | -14 | 0 | -7
42 | CCCc1[nH]nc2c1C1(C(=O)N(Cc3ccccc3)c3ccccc31)C(C(=O)OC)=C(N)O2 (centres undefined) | 2 | 6 | 0 | -1 | 4 | 23 | 10 | -2
43 | CC[C@H](OC(C)=O)C(C[C@H](C)N(C)C)(c1ccccc1)c1ccccc1 | -1 | 12 | 13 | -2 | 6 | 0 | 19 | -1
44 | COC(=O)C1=CO[C@@H](C)[C@H]2CN3CC[C@]4(C(=O)Nc5ccccc54)[C@@H]3C[C@H]12 | -4 | 1 | 7 | -8 | -2 | -4 | 35 | -5
45 | COc1cccc2cc(-c3cc(=O)oc4ccc(OC(=O)N(C)C)cc34)oc12 | 1 | -20 | 5 | 4 | -3 | 20 | -145 | -5
46 | CCN(CC(=O)Nc1ccc(C#N)c(Cl)c1)CC(=O)NC1CCS(=O)(=O)C1 (centres undefined) | 0 | -12 | 0 | -8 | -9 | -5 | 7 | 2
47 | Cn1c(O)c(C(=Nc2ccc(F)cc2)c2ccccc2)c(=O)n(C)c1=O | 0 | 3 | -2 | -9 | 3 | -12 | 5 | -5
48 | CC(=O)N(C1=NCCCS1)c1ccc(F)cc1 | -2 | 6 | 4 | 5 | 4 | -6 | 6 | 6
49 | O=C(c1cccc(Cl)c1)C1CCCN(Cc2ccon2)C1 (centres undefined) | 0 | -10 | -12 | -16 | -4 | 1 | 5 | -6
50 | COc1ccc(CC(C)Nc2cccc(F)c2)cc1 (centres undefined) | 0 | -5 | -3 | -4 | -2 | 3 | 6 | -1
51 | CC1(C)CC(=O)C2=C(C1)NC(=O)C21C(C(=O)OC(C)(C)C)=C(N)Oc2ccc(Br)cc21 (centres undefined) | -1 | 0 | 2 | 4 | 1 | -14 | 31 | -1
52 | COc1ccc(C2C(C(=O)N3CCC4(CC3)OCCO4)c3cc(OC)c(OC)cc3C(=O)N2C)cc1 (centres undefined) | 0 | -8 | 4 | -2 | -2 | -2 | 18 | 0
53 | CC(=O)[C@H]1CC[C@H]2[C@@H]3CC[C@H]4C[C@H](O)CC[C@]4(C)[C@H]3C(=O)C[C@]12C | 0 | 1 | 0 | 4 | 3 | -2 | 3 | -3
54 | Fc1ccccc1N1CCN(Cc2ccc3c(c2)OCO3)CC1 | 1 | -4 | -1 | 1 | 6 | 7 | 3 | 2
55 | CC(C)OC(=O)Cc1ccccc1 | 2 | -11 | -4 | 3 | 2 | -7 | 15 | -3
56 | Cc1cccc(NC(=O)COC(=O)c2cc(C)n(C3CC3)c2C)c1 | -13 | -4 | -9 | 2 | -9 | 20 | -19 | -1
57 | COc1cccc(C(=O)C2CCCN(Cc3ccccn3)C2)c1 (centres undefined) | 0 | 14 | -10 | -4 | -11 | -5 | 6 | 1
58 | Cc1ccc(S(=O)(=O)N(C)N=O)cc1 | 1 | -6 | -3 | 2 | 7 | -14 | -2 | -9
59 | CCC(CC)NCc1c[nH]c2ccccc12 | -2 | -4 | 4 | 0 | -3 | -7 | 15 | -5
60 | Nc1ccccc1C(=O)OCC(=O)Nc1ccc(Br)cc1F | 2 | -1 | 17 | -2 | 3 | -4 | -296 | -3
61 | COC(=O)C1=C(c2cc3ccccc3o2)C[C@@H]2CC[C@H]1N2C(=O)N1CCOCC1 | 3 | -7 | 0 | 3 | -3 | -2 | 14 | -7
62 | CC1CN=C(Nc2ccccc2)S1 (centres undefined) | 0 | -17 | -1 | -4 | -15 | 2 | 14 | -7
63 | CCOP(=S)(OCC)SCOC(=O)NCC(=O)OC | 0 | -9 | -4 | -5 | -2 | -3 | 16 | -4
64 | COc1ccc2c3c1OC1C(O)C=CC4C(C2)[N+](C)(C)CCC341 (centres undefined) | 3 | -20 | -5 | -5 | -8 | 2 | 14 | 16
